Source: PubChem (Southern Research Specialized Biocontainment Screening Center)
Salmonella PhoP GFP: Inhibition of PhoP regulon, Salmonella typhi GFP reporter cells, confirmation, 4 h (AID 1850); Salmonella Typhi PhoP-promoter GFP reporter, fluorescence, 4 h; higher % means a stronger effect; inhibition, % at 50 µM, or IC50 in µM where a hit was titrated; actives 0.33% (n = 310,000); in the data active means a potency from the dose series; inconclusive means inhibition mostly from about 25% at the one dose, without a potency; inactive means the rest, 99 in 100 with inhibition below about 19%;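 further: 0% = induced wells with vehicle and 100% = uninduced wells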
tuberculosis growth: growth inhibition of non-replicating M. tuberculosis (AID 488890); Mycobacterium tuberculosis non-replicating, growth inhibition; higher % means a stronger effect; inhibition, % at 25 µM, or IC50 in µM where a hit was titrated; actives 0.39% (n = 320,000); in the data active means a potency from the dose series; inconclusive means inhibition mostly from about 82% at the one dose, without a potency; inactive means the rest, 99 in 100 with inhibition below about 76%;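 further: plate controls were DMSO cells for no effect and high antibiotic wells for full effect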
H37Rv inhibition: M. tuberculosis growth inhibition, HTS (AID 449762). M. tuberculosis H37Rv growth inhibition, 7H9 media; higher % means a stronger effect. actives 0.59% (n = 330,000). inhibition, % at 25 µM; hits with a dose series show IC50 in µM; in the data active means a potency from the dose series; inconclusive means inhibition above about 70% without an active follow-up result;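 further: bacterial growth assessed after seven days of incubation; strong numbers were not always called active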
influenza NS1A: NS1A inhibition, H1N1 influenza, cell based functional assay (AID 504329). NS1A functional cell-based assay, percent inhibition; higher % means a stronger effect. inhibition, % at 12.5 µM; hits with a dose series show IC50 in µM. actives 0.3% (n = 340,000); in the data active means a potency from the dose series; inconclusive means inhibition above about 27% without an active follow-up result; further: strong numbers were not always called active
VEEV TC-83 Vero: inhibitors of VEEV TC-83 cytopathic effect, confirmation, Vero cells (AID 588727) | Vero cells, VEEV TC-83 cytopathic effect inhibition; higher % means a stronger effect | inhibition, % at 20 µM; hits with a dose series show IC50 in µM | actives 0.13% (n = 350,000); in the data active means a potency from the dose series; inconclusive means inhibition mostly from about 14% at the one dose, without a potency; inactive means the rest, 99 in 100 with inhibition below about 12%; further: strong numbers were not always called active
VEEV TC-83 Vero 10K pilot screen: further read-out of VEEV TC-83 Vero, marked with its call; inhibition, %; measured here: 10K pilot screen inhibition
An asterisk follows results filed as active; i = inactive; ? = inconclusive; . = no result given. The order is random; any-hit rate near 1.5%.

The first 6 compounds as a preview:
SMILES | Salmonella PhoP GFP | tuberculosis growth | H37Rv inhibition | influenza NS1A | VEEV TC-83 Vero | others
Cc1ccc(C(=O)Nc2cccnc2)cc1[N+](=O)[O-] | -12% | 12% | 6% | 9% | 0.7%
COc1ccccc1N1CCN(C2CCN(C(=O)c3cccc(F)c3)CC2)CC1 | 2% | -9% | -1% | -7% | 1.1%
CCOc1ccc(CCNC(=O)c2cccc(C#N)c2)cc1OCC | 2% | 5% | -9% | -30% | 1.6%
CC12CCC3C(CC=C4CC5(CCC43C)OCCO5)C1CCC2=O (stereo unspecified) | 7% | 5% | 4% | -5% | i
CCN(Cc1cc(=O)[nH]c2ccccc12)C(=O)C(C)C | -3% | -4% | -2% | -6% | 1.1%
CC(C)CN(CCNC(=O)CN1N=C(c2ccc(Cl)cc2)CCC1=O)CC(C)C | -5% | 4% | 0% | 0% | i

The list itself, previewed entries included:
SMILES | Salmonella PhoP GFP | tuberculosis growth | H37Rv inhibition | influenza NS1A | VEEV TC-83 Vero | others
Cc1ccc(C(=O)Nc2cccnc2)cc1[N+](=O)[O-] | -12% | 12% | 6% | 9% | 0.7%
COc1ccccc1N1CCN(C2CCN(C(=O)c3cccc(F)c3)CC2)CC1 | 2% | -9% | -1% | -7% | 1.1%
CCOc1ccc(CCNC(=O)c2cccc(C#N)c2)cc1OCC | 2% | 5% | -9% | -30% | 1.6%
CC12CCC3C(CC=C4CC5(CCC43C)OCCO5)C1CCC2=O (stereo unspecified) | 7% | 5% | 4% | -5% | i
CCN(Cc1cc(=O)[nH]c2ccccc12)C(=O)C(C)C | -3% | -4% | -2% | -6% | 1.1%
CC(C)CN(CCNC(=O)CN1N=C(c2ccc(Cl)cc2)CCC1=O)CC(C)C | -5% | 4% | 0% | 0% | i
Cc1sc2nc(SCC(=O)NCCOCCO)n(C)c(=O)c2c1C | 2% | . | -1% | 4% | i
CC1=C(C(=O)OC2CCCCC2)C(c2cccnc2)n2ncnc2N1 (stereo unspecified) | -2% | -18% | -1% | 0% | i
CCC(C(=O)O)P(=O)(c1ccc(Cl)cc1)c1ccc(Cl)cc1 (stereo unspecified) | -2% | -5% | 3% | 1% | i
Cc1ncc(CO)c(/C=N/NC(=O)c2ccc(O)cc2)c1O | -8% | 27% | 6% | 15% | 1.9%
CC12COC3(C(=O)N4CCN(c5ccccn5)CC4)CC1CCC32C (stereo unspecified) | 11% | 1% | 3% | 5% | i
COc1ccc(C)cc1NC(=O)CN(c1ccc(C)cc1)S(C)(=O)=O | -1% | -4% | 1% | -10% | 2.0%
COc1ccc(CN(C(=O)c2oc3ccc(F)cc3c2C)C2CCS(=O)(=O)C2)cc1 (stereo unspecified) | -2% | 19% | 16% | -8% | 8.0%
COCCn1c(=O)[nH]c2cc(C(=O)NCCCN3CCN(c4ccc(F)cc4)CC3)ccc2c1=O | 3% | 4% | -1% | 2% | 6.1%
O=C(Cc1ccc2ccccc2c1)Nc1ccccc1Br | -3% | -12% | 3% | -4% | 1.1%
O=S(=O)(Nc1nc2ccccc2nc1OCC(F)(F)F)c1cccs1 | 6% | -5% | -6% | 2% | 1.2%
Cc1ccc(S(=O)(=O)N(C)C)cc1NC(=S)NC(C)CCCC(C)C (stereo unspecified) | -2% | 77% | 2% | 2% | i
Cc1cc(Cl)ccc1OCC(=O)OC(C)C(=O)NC(N)=O (stereo unspecified) | 4% | -7% | 1% | 19% | 1.8%
CCN(CC)S(=O)(=O)c1cccc(NC(=O)C2SC(=Nc3ccc(C)cc3C)C(C(=O)NC(C)COC)=C2N)c1 (stereo unspecified) | 0% | 32% | 2% | 10% | i
CC1CCN(CCCNC(=O)CCCNC(=O)Cn2cnc3sc4c(c3c2=O)CCCC4)CC1 | 1% | -4% | -4% | -4% | i
CCC(=O)N1CCc2cc(S(=O)(=O)CCC(=O)Nc3ccc(C)cn3)ccc21 | -12% | -14% | 0% | 8% | i
Cc1cc([N+](=O)[O-])ccc1-c1ccc(/C=N/NC(=O)c2ccc(Br)o2)o1 | -13% | -9% | -5% | -4% | 9.6%
CCOC(=O)CSc1nsc(SCC(=O)OCC)c1C#N | 2% | ? | 12µM* | -6% | 1.9%
CCOC(=O)c1c(NC(=O)c2ccccc2C(=O)O)sc2c1CCC2 | -2% | 9% | -3% | 10% | 1.0%
COc1ccc(-n2c(C)cc(C(=O)Cn3c(NCCO)nc4ccccc43)c2C)cc1 | -1% | 33% | -2% | 7% | 2.8%
COc1ccc(OCC(=O)Nc2c3c(nn2-c2ccc(OC)cc2)CS(=O)(=O)C3)cc1 | -6% | -11% | -2% | 10% | 1.6%
CC(=O)c1c2c3c(c(Br)ccc3n(C)c1=O)C(=O)c1ccccc1-2 | -20% | 23% | 0% | -4% | 3.3%
CCN(CCO)c1nc(NCc2ccccc2)c2cnn(C)c2n1 | 3% | 13% | 3% | -7% | 9.5%
CC(=O)c1cc(F)c(N2CCCC2)cc1C | 6% | 18% | -9% | 6% | 1.3%
C=CCSC1=C(C#N)C2(CCCCC2)C(C#N)C(=O)N1 (stereo unspecified) | 7% | 4% | 5% | 0% | i
COc1ccc(C(=O)N/N=C2\CCc3ccccc32)cc1OC | 3% | -1% | 0% | -5% | 2.9%
COc1ccc(-c2cn3ccsc3n2)cc1 | 11% | -7% | 0% | 10% | i
O=C(CN1c2cccc3cccc(c23)S1(=O)=O)NCc1ccc(Cl)cc1 | . | 20% | -2% | -13% | 6.8%
COc1ccc2ccccc2c1CNCc1ccc(C)cc1 | -6% | 52% | 13% | 3% | i
Cc1ccc(NC(=O)COc2cccc3ccccc23)c(O)c1 | . | 4% | -2% | 6% | 1.2%
CCOC(=O)c1c(C)n(Cc2ccc3c(c2)OCO3)c2ccc(O)cc12 | 3% | -5% | 0% | -10% | i
O=C1OCC(CO)(CO)N=C1NNc1cc(Cl)ccc1Cl | 6% | 73% | ? | 3% | 2.7%
Cc1cccc(Nc2nc(NC(C)C)nc(Oc3ccc(=O)n(C)n3)n2)c1 | -5% | 15% | -18% | 1% | 2.7%
O=C(CCN1C(=O)/C(=C/c2ccccc2)SC1=S)NC1CCS(=O)(=O)C1 (stereo unspecified) | 5% | 17% | -4% | 3% | 6.0%
CCOc1ccc(N(CC(=O)NCCc2ccc(C)cc2)S(=O)(=O)c2c(C)noc2C)cc1 | 1% | 10% | 4% | -3% | 2.3%

Two records picked at random from the list so far:
SMILES | Salmonella PhoP GFP | tuberculosis growth | H37Rv inhibition | influenza NS1A | VEEV TC-83 Vero | others
O=C1OCC(CO)(CO)N=C1NNc1cc(Cl)ccc1Cl | 6% | 73% | ? | 3% | 2.7%
CCOC(=O)c1c(NC(=O)c2ccccc2C(=O)O)sc2c1CCC2 | -2% | 9% | -3% | 10% | 1.0%

Following part:
SMILES | Salmonella PhoP GFP | tuberculosis growth | H37Rv inhibition | influenza NS1A | VEEV TC-83 Vero | others
CCOc1ccc(S(=O)(=O)N(CC(=O)NCc2cccnc2)c2ccc(F)cc2)cc1 | 4% | 1% | 2% | 3% | 10%
CC(=O)c1cc(-c2ccc(F)cc2)n(CCC(=O)Nc2cccnc2)c1C | -3% | -1% | 2% | -16% | i
CCc1nnc(NC(=O)CSc2nnc(Cc3ccccc3)o2)s1 | 3% | 8% | -1% | -4% | 0.5%
COc1cc(C(=O)NCC2(N(C)C)CCCCC2)ccc1OCc1ccccc1 | -2% | 10% | 7% | -2% | 1.0%
N#C/C(=C(\O)c1cc(Cl)sc1Cl)c1nc2ccccc2[nH]1 | -26% | 70% | 8% | -6% | 3.8%
CCn1nccc1C(=O)Nc1ccc(Cl)cn1 | 7% | -3% | -7% | 4% | 1.7%
CC(=O)Nc1c(C)ccc(S(N)(=O)=O)c1C | -5% | 29% | -2% | 10% | i
OCCC1CN(Cc2nc3ccccc3s2)CCN1C1CCCCC1 (stereo unspecified) | -1% | 2% | -1% | 4% | i
COC(=O)c1ccc2c(C(C)(C)O)c(C(C)(C)O)[nH]c2c1 | 5% | -10% | 4% | . | .
CC1CC(C)CN(C(=O)c2ccc(CNc3c(N4CCCC4)c(=O)c3=O)cc2)C1 (stereo unspecified) | 6% | 55% | ? | 11% | i
CS(=O)(=O)Nc1nnc(Cc2ccccc2)s1 | -4% | 4% | 1% | -7% | 1.5%
COc1ccc(/C(C)=C(\C#N)C(=O)OC(C)C)cc1OC | 7% | 3% | -9% | -3% | 4.3%
C=CCNC(=O)C(=O)Nc1ccc2c(c1)N(S(=O)(=O)c1cccs1)CCC2 | 6% | -3% | 1% | -11% | 8.3%
COc1ccc(NC(=O)CCCC(=O)c2ccccc2)cc1 | 5% | 33% | 64% | 22% | i
O=C1[C@H]2[C@@H](C3CC3)N3C(=O)CN(CC4CC4)C(=O)[C@@]3(Cc3ccccc3)[C@H]2C(=O)N1c1ccccc1 | . | -11% | -6% | -14% | 3.7%
Cc1c(O)nc(SCC(=O)Nc2ccc3c4c(cccc24)CC3)n(-c2ccc(F)cc2)c1=O | 3% | 3% | -9% | -6% | 0.5%
O=C1N/C(=N\N=C\c2ccc3ncccc3c2)SC1Cc1ccc(SC(F)F)cc1 (stereo unspecified) | -2% | -4% | -21% | 4% | 2.2%
CCOC(=O)CC(=O)c1[nH]c(C)c(C(=O)OCC)c1C | 1% | 14% | 0% | 13% | 2.0%
CCOc1ccc(NC(=O)C(Cc2ccccc2)N2C(=O)c3cccc4cccc(c34)C2=O)cc1 (stereo unspecified) | -2% | 6% | 9% | . | 0.9%
CCC(=O)N1CCc2cc(S(=O)(=O)Nc3ccc4c(c3)OCCO4)ccc21 | 7% | -5% | -7% | 0% | i | VEEV TC-83 Vero 10K pilot screen=0.5
c1ccc2cc3[nH]c(CN4CCOCC4)nc3cc2c1 | -3% | -3% | -2% | -1% | 1.3% | VEEV TC-83 Vero 10K pilot screen=1.1
CCc1noc(C)c1C(=O)OCC(=O)c1ccc(OC)c(OC)c1 | . | 30% | 5% | -5% | 9.0%
O=C1SCC(c2ccccc2)=NN1Cc1ccccc1 | -7% | 35% | 3% | -5% | 2.6%
Cc1cc(C)c(S(=O)(=O)Nc2ccc3c4c(cccc24)CC3)c(C)c1 | -3% | 4% | -6% | 1% | 12%
N#CC(c1ccccc1)c1cnccn1 (stereo unspecified) | -9% | -10% | 0% | -11% | i | VEEV TC-83 Vero 10K pilot screen=0.7
COc1ccccc1NC(=O)Nc1cnccn1 | -7% | -3% | -2% | -3% | 0.0%
Cc1ccc(OC(C)c2nnc(N)s2)cc1Cl (stereo unspecified) | 17% | 2% | 4% | -5% | 4.8%
CCCCCC(=O)NC(NC(=S)Nc1ccc(S(N)(=O)=O)cc1)C(Cl)(Cl)Cl (stereo unspecified) | -4% | 32% | 10% | 1% | 0.5%
CCOC(=O)c1ccccc1NC(=O)C1=COCCO1 | 7% | 6% | 6% | -10% | 3.3%
